MazF activator: increases E. coli MazEF RNase cleavage of RNA; P0AE70; FAM/BHQ RNA-DNA oligo cleavage fluorescence, 5 h; activation, % at 20 µM; hit rate 0.32% among 350,000; in the data active = activation above about 50%
BioA inh: BioA (M. tuberculosis) enzyme inhibition | purified M. tuberculosis BioA enzyme, plate reader | hit rate 0.096% among 360,000 | inhibition, % at 9.99 µM; in the data active = inhibition above about 40%; inconclusive = no clear call, values can overlap the other calls
Rv3671c inh: inhibitors of M. tuberculosis serine protease Rv3671c; P9WHR9; inhibition, % at 5.96 µM; hit rate 0.048% among 320,000; in the data active = inhibition above about 38%;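 also: extracellular domain of Rv3671c used as enzyme; 0% = enzyme with DMSO and 100% = no enzyme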
Mtb FBA inh: Mtb fructose-bisphosphate aldolase inhibition | inhibition, % at 1 µM | hit rate 2.3% among 360,000 | purified M. tuberculosis FBA, fluorescence read-out | P9WQA3; in the data active = inhibition above about 27%;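 also: 0% = vehicle and 100% = reference inhibitor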
Target sequence (P9WQA3 whole entry, looked up): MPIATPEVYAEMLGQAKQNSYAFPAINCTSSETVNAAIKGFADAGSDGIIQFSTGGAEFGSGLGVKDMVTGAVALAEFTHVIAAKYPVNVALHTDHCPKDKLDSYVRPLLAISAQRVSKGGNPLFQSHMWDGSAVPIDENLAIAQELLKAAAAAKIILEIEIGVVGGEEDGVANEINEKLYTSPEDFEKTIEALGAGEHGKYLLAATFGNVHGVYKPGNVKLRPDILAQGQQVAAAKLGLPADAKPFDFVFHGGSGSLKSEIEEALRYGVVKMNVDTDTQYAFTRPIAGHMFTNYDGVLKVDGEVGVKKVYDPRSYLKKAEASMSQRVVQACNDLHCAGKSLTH
GDH-TPI counter: inhibits GDH-TPI coupling enzymes, artifact for Mtb FBA screen; GDH-TPI coupled enzyme counterscreen, NADH absorbance; hit rate 1.2% among 360,000; inhibition, % at 4.8 µM;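 also: 0% = DMSO wells and 100% = wells lacking the enzyme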
VHR inh abs: DUSP3 (human) phosphatase inhibition. recombinant VHR phosphatase, pNPP absorbance. inhibition, % at 13.3 µM. hit rate 0.52% among 290,000. AID 1654; in the data active = inhibition above about 50%; also: some compounds called inactive have numbers as strong as hits
Target sequence (P51452 whole entry, looked up): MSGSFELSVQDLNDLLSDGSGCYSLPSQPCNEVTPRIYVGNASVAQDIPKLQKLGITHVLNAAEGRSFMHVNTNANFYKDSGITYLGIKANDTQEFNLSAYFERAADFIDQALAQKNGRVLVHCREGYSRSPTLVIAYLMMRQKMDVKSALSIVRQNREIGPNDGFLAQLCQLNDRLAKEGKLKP
BoNT F protease: inhibitors of Botulinum neurotoxin F light chain protease. Multiplex microsphere protease cleavage assay, flow cytometry. inhibition, % at 10 µM. hit rate 0.22% among 360,000. AID 588497; in the data active = inhibition above about 35%, passing the limit was not always enough; inconclusive = no clear call, values can overlap the other calls; also: plate controls were buffer without enzyme for full effect and enzyme alone for no effect
FadD28 FP inh: blocks FadD28 binding to the bisubstrate probe; hit rate 0.22% among 360,000; inhibition, % at 12.5 µM; fluorescence polarization; in the data active = inhibition above about 8.5%, passing the limit was not always enough; inconclusive = no clear call, values can overlap the other calls
CCHFV vOTU inh: blocks the CCHF virus ovarian tumor domain protease; CCHFV vOTU protease, Pep-AMC fluorescence; inhibition, % at 11.5 µM; hit rate 0.55% among 370,000; AID 651958; also: 0% = vehicle wells with enzyme and 100% = no enzyme wells
UGM FP inh: inhibitors of M. tuberculosis UDP-galactopyranose mutase; P9WIQ1; purified UGM, fluorescence polarization probe displacement; inhibition, % at 10 µM; hit rate 0.06% among 320,000; AID 504406; in the data active = inhibition above about 10%, passing the limit was not always enough; inconclusive = no clear call, values can overlap the other calls
Target sequence (P9WIQ1 whole entry, looked up): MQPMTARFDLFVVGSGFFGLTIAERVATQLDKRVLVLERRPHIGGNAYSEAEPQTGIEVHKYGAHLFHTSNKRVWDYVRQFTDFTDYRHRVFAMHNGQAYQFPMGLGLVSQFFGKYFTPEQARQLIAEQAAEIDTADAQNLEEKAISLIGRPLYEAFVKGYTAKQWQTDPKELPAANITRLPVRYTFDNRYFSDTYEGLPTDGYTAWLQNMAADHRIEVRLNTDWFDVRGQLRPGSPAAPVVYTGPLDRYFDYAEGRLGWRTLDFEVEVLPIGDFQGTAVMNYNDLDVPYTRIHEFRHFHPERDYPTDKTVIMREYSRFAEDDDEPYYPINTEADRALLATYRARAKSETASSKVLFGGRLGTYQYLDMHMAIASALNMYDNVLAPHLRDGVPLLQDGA
An asterisk follows results filed as active; ? = inconclusive; · = no result given. Rule as the data show it, unless noted: active = inhibition above about 30%; inactive = the rest.

SMILES,MazF activator,BioA inh,Rv3671c inh,Mtb FBA inh,GDH-TPI counter,VHR inh abs,BoNT F protease,FadD28 FP inh,CCHFV vOTU inh,UGM FP inh
CC(Cc1cccs1)NC(=O)NC1CCCCC1 (centres undefined),-12,-0.3,-7,5,11,36,-7,-0.4,2,2.2
O=C(Nc1ccccc1C(=O)N1CCCCC1)c1ccccc1C(F)(F)F,3,-0.6,4,1,-9,-19,0,-4.1,3,0.6
CCc1ncc(C(=O)c2ccc(OC)cc2)n1C,-8,1.1,9,-1,14,38,-10,-2.2,20,-2.1
CC(=O)c1ccc(N2CCN(CC(=O)NC(=O)NCc3ccccc3)CC2)cc1,-4,2.0,1,2,2,·,-3,·,-2,-2.0
CC(=O)c1cccc(OCC(O)CN2CCN(S(=O)(=O)c3c(F)cccc3F)CC2)c1 (centres undefined),9,3.6,-10,8,0,-2,0,-1.3,5,1.5
O=C(CC[C@H]1O[C@@H](n2ccc(=O)[nH]c2=O)[C@H](O)[C@@H]1O)NCC(c1ccccc1)c1ccccc1,·,0.4,·,5,·,·,2,-2.0,9,·
Nc1ccn([C@@H]2O[C@H](CNS(=O)(=O)c3cc4ccccc4s3)[C@@H](O)[C@H]2O)c(=O)n1,3,-1.9,·,1,5,·,3,-1.0,0,·
CN(C(=O)c1cccc(NC(=O)Cc2cccc(NC(=O)C3CCCN(C(=O)c4ccccc4)C3)c2)c1)C1CC1 (centres undefined),-1,1.2,·,-2,8,·,-7,-5.8,2,·
CCN(C(=O)Cn1cc(C(=O)C(=O)N2CCOCC2)c2ccccc21)c1ccccc1,2,0.3,-1,1,15,47,-6,4.0,-6,-0.3
CC(/C=C/c1ccccc1)=N/NC(=O)C(O)c1ccccc1 (centres undefined),7,0.8,-14,-4,19,-1,1,-2.1,6,-3.1
COCCNCCOc1ccccc1-c1ccccc1,2,-2.7,1,1,4,22,-7,-0.6,6,1.3
COC(=O)c1nnn(-c2ccc(F)c(Cl)c2)c1C(=O)OC,7,-0.4,-2,3,5,11,-2,-0.4,-5,-0.3
Nc1ncnc(NC2CCS(=O)(=O)C2)c1[N+](=O)[O-] (centres undefined),0,-2.4,4,-3,10,25,0,-2.0,-11,9.8
CC(Sc1ncc(C(F)(F)F)cc1Cl)C(=O)NCC1CCCO1 (centres undefined),3,·,10,0,-1,30,-5,0.8,-11,2.4
CC(NC(=O)CC1Sc2ccccc2NC1=O)c1ccccc1 (centres undefined),8,-0.2,-3,1,2,-2,-2,1.3,-1,-1.4
O=C(Nc1ccc2c(c1)CN(Cc1ccco1)CC2)C1CCCO1 (centres undefined),0,-1.8,-12,-2,6,18,8,·,-5,-1.5
Cc1cc(C(=O)COc2ccc3ccc(=O)oc3c2)c(C)n1C,3,·,-1,19,12,14,5,1.1,-22,1.7
CN1C(=O)CSC1=Nc1cccc(Cl)c1,2,-1.0,-2,2,4,-6,-28,-1.6,-5,-2.5
CC(N)C(=O)NC1C2C(=C(O)CC(O)C2O)C(=O)OC1(C)C(Cl)Cl (centres undefined),0,·,·,9,7,·,4,-2.5,-21,·
O=C(c1ccco1)N1CCN(c2ncnc3c2cnn3-c2ccccc2)CC1,-2,8.6,-1,0,-1,4,-16,-0.8,-7,1.8
Cc1onc(-c2ccccc2Cl)c1C(=O)N1C=CC(C(F)(F)F)=NCC1,-3,·,3,1,7,-4,1,-2.8,10,0.2
Nc1ccc([N+](=O)[O-])cc1,-2,-0.9,-4,2,19,·,-5,-0.7,15,0.1
Cc1ccccc1OCC(=O)NCCNC(=O)c1ccccn1,5,-0.3,-8,4,11,54*,-4,0.1,9,0.1
Cc1nc2ccc(S(=O)(=O)NCC(=O)NCc3ccc(Cl)cc3)cc2s1,-2,1.1,1,0,-5,19,3,-1.4,7,1.9
O=C(CNc1ccc2ccccc2c1)N/N=C/c1ccc(OC(=O)/C=C/c2ccco2)cc1,-8,·,15,-2,23,8,-8,-1.9,12,-0.2

The closing four compounds of the section before come first, to join the parts.
SMILES,MazF activator,BioA inh,Rv3671c inh,Mtb FBA inh,GDH-TPI counter,VHR inh abs,BoNT F protease,FadD28 FP inh,CCHFV vOTU inh,UGM FP inh
Nc1ccc([N+](=O)[O-])cc1,-2,-0.9,-4,2,19,·,-5,-0.7,15,0.1
Cc1ccccc1OCC(=O)NCCNC(=O)c1ccccn1,5,-0.3,-8,4,11,54*,-4,0.1,9,0.1
Cc1nc2ccc(S(=O)(=O)NCC(=O)NCc3ccc(Cl)cc3)cc2s1,-2,1.1,1,0,-5,19,3,-1.4,7,1.9
O=C(CNc1ccc2ccccc2c1)N/N=C/c1ccc(OC(=O)/C=C/c2ccco2)cc1,-8,·,15,-2,23,8,-8,-1.9,12,-0.2
NC(=O)/C(=N\O)c1ccccc1,-4,-5.8,3,0,6,10,-3,-0.2,4,-0.4
Cc1cc(C)n(-c2ncccc2[N+](=O)[O-])n1,4,-0.6,4,-1,13,5,?,-0.8,-4,-4.1
COC(=O)c1cc(Br)ccc1N(Cc1cc(OC)cc(OC)c1)S(C)(=O)=O,2,-4.7,-11,0,1,·,-4,-3.8,13,0.5
O=C1OCC/C1=C\OCCCO/C=C1\CCOC1=O,-2,-0.3,3,4,9,0,13,-2.4,2,2.2
CCN1C(=NCCc2ccc([N+](=O)[O-])cc2)N[C@@H](c2ccccc2)[C@H](C(=O)OC)[C@H]1C,8,-2.4,5,-1,8,·,-19,-1.8,-2,-2.7
COC(=O)CN(c1ccccc1)S(=O)(=O)c1ccccc1,2,0.3,9,3,7,-13,-23,-2.1,-4,3.3
COc1ccc(NC(=S)Nc2ccccn2)cc1,0,0.6,-6,11,9,21,10,-1.7,-11,-0.9
O=c1n(-c2ccccc2)c(=O)n(Cc2ccccn2)n1Cc1ccccn1,-1,0.2,-2,-1,-1,20,3,-2.2,-4,-0.3
O=S(=O)([O-])C(c1ccccc1)[n+]1ccccc1 (centres undefined),8,-1.5,-2,5,10,·,6,-0.7,-4,0.3
Cc1ccc(C)c(OCCNc2ncccc2[N+](=O)[O-])c1,-1,0.0,17,-5,5,30,·,-1.5,7,-1.5
O=C(CC12CC3CC(CC(C3)C1)C2)Nc1ccc(C(=O)O)cc1,8,-2.9,-2,-2,-4,-12,9,0.6,-11,-1.9
COc1ccc(CCN(C)C(=O)c2cc(-c3ccccc3)nc3ccccc23)cc1OC,-4,0.8,·,-1,5,18,5,-6.1,12,0.2
CC[n+]1c(/C=C/N(C)c2ccccc2)sc2ccc(Cl)cc21,19,4.7,-58,-1,5,20,43*,-1.8,21,0.4
COc1cccc(NC(=O)c2cc(=O)c3ccccc3o2)c1,4,1.6,4,3,11,11,1,-0.7,10,1.3
c1ccc2c(c1)ncn2CCn1cnc2ccccc21,6,-1.2,-4,-1,5,13,1,0.5,-5,-0.2
C/C(=N/NC(=O)c1nnn(-c2nonc2N)c1-c1ccccc1)c1ccc2c(c1)OCO2,11,-1.4,-6,0,17,47,2,-2.4,-15,-1.2
O=[N+]([O-])c1cc2c(c(CSc3ncccn3)c1)OCOC2,12,·,8,1,6,13,-5,-1.5,-7,1.3
c1ccc(-c2cn(-c3ccccc3)c3ncnc(NCCCN4CCOCC4)c23)cc1,8,·,-1,-5,-9,-1,-2,-5.6,-14,1.3
COCCN(C(=O)CSc1nnc(-c2cccc(Cl)c2)n1N)c1c(N)n(CC(C)C)c(=O)[nH]c1=O,7,-0.8,·,2,8,·,-8,-1.4,-4,·
CC(C)OC(=O)c1nnc(Cc2ccc(F)cc2)o1,12,-1.3,-2,3,-3,-4,-9,0.4,14,1.3
N#CC1=C(N)Oc2cc(N)ccc2C1c1ccsc1 (centres undefined),2,·,-38,-2,-4,-1,-5,-3.8,4,-1.6
O=C(COC(=O)C12CC3CC(CC(O)(C3)C1)C2)Nc1cccc(Br)c1,6,2.1,·,-2,-4,·,-14,-4.5,5,·
Cc1ccc(S(=O)(=O)NC2(C(F)(F)F)NC(=O)N(c3ccc(F)cc3)C2=O)cc1 (centres undefined),-2,-1.8,-11,3,5,-15,-15,0.3,3,-1.8
Cc1ccc(C(=O)N2CCC3(CC2)Oc2ccc(F)cc2C(=O)C32CC(c3ccc(Cl)cc3)=NO2)s1 (centres undefined),-1,-2.8,-9,2,16,22,0,-0.6,3,-0.2
CNC(C)C#Cc1ccc2oc3cc(C)c(C)cc3c(=O)c2c1 (centres undefined),3,-2.0,-13,13,10,·,-3,-3.5,-2,1.3

Reprinted from the part before: 4 compounds; new compounds follow.
SMILES,MazF activator,BioA inh,Rv3671c inh,Mtb FBA inh,GDH-TPI counter,VHR inh abs,BoNT F protease,FadD28 FP inh,CCHFV vOTU inh,UGM FP inh
O=C(COC(=O)C12CC3CC(CC(O)(C3)C1)C2)Nc1cccc(Br)c1,6,2.1,·,-2,-4,·,-14,-4.5,5,·
Cc1ccc(S(=O)(=O)NC2(C(F)(F)F)NC(=O)N(c3ccc(F)cc3)C2=O)cc1 (centres undefined),-2,-1.8,-11,3,5,-15,-15,0.3,3,-1.8
Cc1ccc(C(=O)N2CCC3(CC2)Oc2ccc(F)cc2C(=O)C32CC(c3ccc(Cl)cc3)=NO2)s1 (centres undefined),-1,-2.8,-9,2,16,22,0,-0.6,3,-0.2
CNC(C)C#Cc1ccc2oc3cc(C)c(C)cc3c(=O)c2c1 (centres undefined),3,-2.0,-13,13,10,·,-3,-3.5,-2,1.3
COC(=O)CSc1nc(NC#N)nc(NC(C)C)n1,4,-3.8,8,-2,-3,-5,5,-0.2,·,-1.8
CCN(CC#CCC(O)(c1ccccc1)C1CCCC1)C(C)C (centres undefined),4,·,1,0,-3,10,4,-2.6,12,2.3
CCNc1nc2[nH]c(=O)c3c(c2s1)OC(N)=C(C#N)C3c1ccc(C)cc1 (centres undefined),-80,-0.5,-1,-4,30,41,-3,6.8,14,-3.2
NC(=O)NC(Cc1ccccc1)C(=O)Nc1ccc(S(N)(=O)=O)cc1 (centres undefined),-4,0.1,-2,0,4,-2,-3,-4.0,1,1.1

High-throughput results as filed in PubChem.

No enrichment for hits. About 4.9% of those tested had a hit in this group.
